High-throughput results as filed in PubChem BioAssay.
hcDAF-12 act = activators of H. contortus DAF-12 nuclear receptor | HEK293 hcDAF-12 lit1-tk-luc reporter, luminescence; 0% DMSO, 100% Δ7-dafachronic acid | activation, % at 6.8 µM | 370,000 tested, 1.4% active | AID 652067;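 active means activation above the mean of all tested compounds plus 3 SD, cut at about 5.5% in these data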;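 further: 100% = response to 3 µM Δ7-dafachronic acid high control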
DAX1 inh-1 = blocks DAX1 repression of SF-1 activated StAR promoter; 370,000 tested, 1.1% active; AID 652010; inhibition, % at 6.8 µM; HEK293T StAR-luciferase reporter, SF-1/DAX-1 repression relief;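 active means inhibition above the mean over all tested compounds plus 3 SD, cut at about 3.6% in these data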;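 further: 0% = DAX-1 cells with DMSO and 100% = cells lacking DAX-1 with DMSO; higher inhibition means more luminescence from relief of DAX-1 repression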
SMARCA2 act = SMARCA2 function activation, primary screen; activation, % at 9.1 µM; 370,000 tested, 1% active; MG213 cells, MMTV-luciferase reporter, dexamethasone, overnight; in the data active means activation above about 7.8%;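 further: 0% = vehicle wells and 100% = reference activator wells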
ADAM17 inh = inhibitors of human ADAM17 | 370,000 tested, 0.83% active | inhibition, % at 6.95 µM | P78536 | recombinant ADAM17, EDANS/DABCYL FRET peptide cleavage;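 active means inhibition above the mean of compounds lying between control limits plus 3 SD, set per campaign, cut at about 8.5% in these data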;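 further: 0% = DMSO-only wells as the low control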
Target sequence (P78536 215-824 limits assumed): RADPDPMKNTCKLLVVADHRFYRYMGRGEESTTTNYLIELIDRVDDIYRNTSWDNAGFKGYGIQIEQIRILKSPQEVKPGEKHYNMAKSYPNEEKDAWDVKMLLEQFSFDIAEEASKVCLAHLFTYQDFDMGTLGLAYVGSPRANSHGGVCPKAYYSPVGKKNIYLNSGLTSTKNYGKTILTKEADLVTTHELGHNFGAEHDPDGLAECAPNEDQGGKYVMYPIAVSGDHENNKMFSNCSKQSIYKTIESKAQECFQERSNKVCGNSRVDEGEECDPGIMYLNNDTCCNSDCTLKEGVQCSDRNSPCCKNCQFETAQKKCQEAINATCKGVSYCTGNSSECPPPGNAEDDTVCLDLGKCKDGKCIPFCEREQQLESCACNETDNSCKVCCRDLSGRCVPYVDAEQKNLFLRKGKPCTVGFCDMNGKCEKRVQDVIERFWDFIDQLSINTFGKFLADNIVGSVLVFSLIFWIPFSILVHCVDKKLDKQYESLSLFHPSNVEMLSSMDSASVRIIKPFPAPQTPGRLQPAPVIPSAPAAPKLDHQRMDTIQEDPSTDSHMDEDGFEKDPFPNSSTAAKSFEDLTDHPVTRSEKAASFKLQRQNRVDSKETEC
GC-A act = GC-A (human) enzyme activation; P16066; HEK293 GC-A cells, cGMP TR-FRET, EC30 ANP; 0% at EC30 ANP, 100% saturating ANP; activation, % at 10 µM; 370,000 tested, 0.14% active; in the data active means activation above about 40%
PG9 binder = PG9 antibody binding by small molecule | TR-FRET gp120-PG9 antibody binding | inhibition, % at 6.7 µM | 360,000 tested, 0.43% active | AID 624416; in the data active means inhibition above about 8.5%
ADAM10 inh = ADAM10 inhibition, QFRET primary screen; O14672; recombinant ADAM10, EDANS/DABCYL FRET peptide cleavage, 3 h; inhibition, % at 7 µM; 370,000 tested, 0.62% active;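 active means inhibition above a per-campaign cutoff equal to the mean of compounds falling between control-based bounds plus 3 SD, cut at about 20% in these data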;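 further: 0% = DMSO wells while the 100% control is not disclosed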
ssDAF12 agonist = activates DAF-12 receptor from parasite S. stercoralis | HEK293 ssDAF-12/GRIP1 lit1-tk-luc reporter, luminescence; % of 3 µM dafachronic acid response | activation, % at 6.8 µM | 370,000 tested, 1% active | AID 652126;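 active means activation above the mean over all tested compounds plus 3 SD, cut at about 0.9% in these data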;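 further: 0% = DMSO-only wells and 100% = 3 µM delta7-dafachronic acid wells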
DAX1 inh-2 = NR0B1 (DAX1) inhibition. 340,000 tested, 0.99% active. AID 504766. inhibition, % at 6.75 µM. P51843. HEK293 Gal4-DAX1 luciferase reporter, luminescence;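 active means inhibition above the mean over all tested compounds plus 3 SD, cut at about 4.2% in these data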;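 further: 0% = DAX1-transfected cells with DMSO and 100% = empty-vector control cells with DMSO; inhibition shows as a rise in luminescence from relieved DAX1 repression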
Target sequence (P51843 207-470 limits assumed): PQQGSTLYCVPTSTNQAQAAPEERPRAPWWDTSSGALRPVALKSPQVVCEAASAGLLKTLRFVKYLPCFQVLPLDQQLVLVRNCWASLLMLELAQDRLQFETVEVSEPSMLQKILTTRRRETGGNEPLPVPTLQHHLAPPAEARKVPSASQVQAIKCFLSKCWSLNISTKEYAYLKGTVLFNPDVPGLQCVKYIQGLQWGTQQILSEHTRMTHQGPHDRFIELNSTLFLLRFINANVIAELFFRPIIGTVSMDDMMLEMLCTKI
hgDAF-12 ag = activates the H. glycines DAF-12 receptor ligand-binding domain; HEK293 GAL4-hgDAF12 UAS-luciferase reporter, agonist luminescence; normalized to butyrate control; activation, % at 6.8 µM; 370,000 tested, 1.8% active;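 active means activation above a cutoff set at the mean of all screened compounds plus 3 SD, cut at about 10% in these data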;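 further: 0% = DMSO wells and 100% = sodium butyrate wells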
GAA850 FXN act = frataxin GAA850 promoter activation; HEK293 lucGAA850 FXN promoter luciferase reporter, 24 h; percent of 10 µM SAHA response; activation, % at 6 µM; 360,000 tested, 0.56% active; AID 540364;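 active means activation above the average of all compounds screened plus 3 SD, cutoff fixed separately per campaign, cut at about 7.5% in these data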;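 further: 0% = DMSO wells and 100% = 10 µM SAHA wells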
An asterisk follows results filed as active; · = no result given.

SMILES	hcDAF-12 act	DAX1 inh-1	SMARCA2 act	ADAM17 inh	GC-A act	PG9 binder	ADAM10 inh	ssDAF12 agonist	DAX1 inh-2	hgDAF-12 ag	GAA850 FXN act
O=S(=O)(N/N=C\C=C\c1ccccc1)c1ccc(Cl)cc1	0.4	0.3	0	-1	-1	-4.4	1	-1.0	3.0	0.9	-1.7
O=C(Cn1cc(C(F)(F)F)ccc1=O)N/N=C/c1ccc(Cl)cc1Cl	-1.5	-0.1	-2	-3	0	-0.2	-11	-1.9	-0.3	-0.6	2.3
COc1ccccc1N1CCN(C2CCCN(C(=O)CCn3cncn3)C2)CC1 (stereo not given)	-0.9	0.8	2	-1	0	-0.6	-6	-1.7	-0.4	-1.1	2.3
C[C@@H]1CN([C@@H](C)CO)C(=O)Cc2cc(NC(=O)Nc3ccc4c(c3)OCO4)ccc2O[C@@H]1CN(C)C(=O)NC1CCCCC1	1.1	2.5	1	-2	-2	-0.5	2	-1.2	1.3	1.3	-0.5
COc1cccc(CN(C)CC(=O)Nc2ccccc2C(C)C)c1	0.2	-0.5	-2	0	-3	-0.2	13	-1.3	-0.9	-4.1	-0.2
Cc1cccc(-c2nc3c(c(SCC(=O)N(C)C)n2)CCCC3)c1	-3.4	-1.1	-1	-5	-2	-0.2	8	-1.7	0.9	-4.5	-0.3
Cc1ccc(C2(C)NC(=O)N(CC(=O)Nc3ccc4c(c3)OCO4)C2=O)cc1 (stereo not given)	-0.9	-0.8	-1	4	1	-3.5	5	-0.9	-0.3	-0.8	-2.5
CCC(=O)NNc1ccc(Br)cc1	2.5	1.3	0	0	3	-0.2	0	-0.1	0.4	-0.9	0.2
CC1=C(C(=O)Nc2ccccc2)C(c2ccco2)NC(=S)N1 (stereo not given)	-0.1	-0.2	-6	-4	8	-0.1	-3	-0.3	-0.2	-0.2	0.1
CCCc1c(C)nn(C(=O)/C(C#N)=N/Nc2ccccc2[N+](=O)[O-])c1C	-0.9	-0.1	-4	6	-7	-0.1	2	-1.1	-0.1	0.4	-0.5
CC(=O)Nc1ccc(S(=O)(=O)Nc2nnc(C(C)C)s2)cc1	-1.1	0.1	-3	-2	6	0.7	0	-1.2	-0.6	-0.2	0.2
O=C(C1CCC(=O)N(C2CC2)C1)N(CCO)Cc1ccccc1 (stereo not given)	1.6	-0.1	-2	-2	-1	-0.8	-9	-1.0	1.1	1.9	-0.2
O=C(O)CCc1nc2ccccc2n(CCc2ccccc2)c1=O	-1.3	0.1	2	-43	0	1.0	-123	-1.2	0.1	0.6	-0.1
CCOC(=O)[C@H]1[C@H]2COc3ccc(Br)cc3[C@@H]2N2C(=O)c3cc(Br)ccc3NC(=O)[C@@]12C	-0.5	-0.4	-2	11*	-9	0.1	20*	-0.9	0.2	-1.8	-6.6
CC(=O)C1=C(O)C(=O)N(Cc2ccccc2)C1c1ccc(N(C)C)cc1 (stereo not given)	0.2	-0.1	-2	-4	-2	0.2	0	-1.4	-0.6	1.4	0.8
N#Cc1ccccc1S(=O)(=O)N1CCN(C(=O)c2cccc(S(=O)(=O)N3CCCC3)c2)CC1	1.3	-0.7	-4	-2	-2	0.4	-19	-1.2	-0.9	-1.3	0.2
CCOc1ccc(NC(=O)c2nccnc2CO)cc1	1.4	1.9	9.8*	-2	2	1.2	5	-0.6	1.4	10	3.6
Cc1ccc(-n2c(SCC(=O)OC(C)C)nnc2-c2ccncc2)cc1	-0.9	0.4	-2	-9	3	1.8	-16	-1.3	0.5	1.4	-2.0
Cc1ccc(OCCSc2nc3ccccc3n2CC(=O)O)cc1	-1.8	0.2	-1	0	3	0.9	1	-1.1	-0.3	0.5	0.7
Cc1ccc(C)c(Cn2c3ccccc3c3cnn(CC(=O)NCCCN4CCCCC4)c(=O)c32)c1	-2.4	1.5	1	-6	-13	-0.3	-31	-0.8	-0.8	-4.5	-2.3
COc1cccc(NC(=O)CN(C)C(=O)C(CCSC)NC(=O)c2ccco2)c1 (stereo not given)	-0.2	-1.5	-3	-1	-1	-2.7	-4	-1.3	-0.6	0.0	1.8
CC(=O)c1ccc(NC(=S)N2CCCC(CO)C2)cc1 (stereo not given)	2.1	0.4	0	-2	-2	0.1	0	-0.5	-0.3	1.7	3.6
Cc1cccc(-c2nnc(NC(=O)c3ccc(N4C(=O)CCC4=O)cc3)s2)c1	-0.3	-0.3	1	-1	2	17*	-1	-0.8	0.5	1.0	0.8
COc1ccc(NS(=O)(=O)c2cccc(C(=O)N3CCCCCC3)c2)cc1	0.8	-0.7	-2	2	-5	-0.5	-8	-1.3	1.7	-1.1	-1.4
Cc1ccc2c(c1)c1c(c(=O)n(-c3ccccc3)c(=O)n1CC(=O)NCC1CCCO1)n2C (stereo not given)	-0.3	-0.5	-1	-80	-8	-1.3	-254	-0.8	-0.5	-0.8	-0.1

3 entries from above, arranged by their value in ADAM17 inh, highest first.
mol,ADAM17 inh
Cc1ccc(C2(C)NC(=O)N(CC(=O)Nc3ccc4c(c3)OCO4)C2=O)cc1 (stereo not given),4
CCOc1ccc(NC(=O)c2nccnc2CO)cc1,-2
O=C(Cn1cc(C(F)(F)F)ccc1=O)N/N=C/c1ccc(Cl)cc1Cl,-3

(listing goes on)
SMILES	hcDAF-12 act	DAX1 inh-1	SMARCA2 act	ADAM17 inh	GC-A act	PG9 binder	ADAM10 inh	ssDAF12 agonist	DAX1 inh-2	hgDAF-12 ag	GAA850 FXN act
CCC(C)(C(=O)NC1CCCCC1)N(C(=O)c1ccccn1)c1ccccc1 (stereo not given)	1.5	-0.6	0	-5	-2	3.7	-2	-1.0	-0.3	0.6	-0.3
O=C(N/N=C/c1coc2ccccc2c1=O)c1cccc([N+](=O)[O-])c1	1.0	0.7	-1	-21	0	-0.9	5	-0.5	-1.1	0.8	-0.4
CCC(C)(C)n1nnnc1C(c1ccc(C)cc1)N1CCN(Cc2cccnc2)CC1 (stereo not given)	-0.2	0.1	0	-4	-1	-0.6	0	-0.6	-1.1	-0.4	1.6
Cc1c(C(=O)N(C)CCC#N)oc2ccc(S(=O)(=O)N3CC(C)CC(C)C3)cc12 (stereo not given)	-3.1	-0.5	-3	-3	3	0.8	-5	-1.0	-0.6	-0.8	1.0
S=c1[nH]nc(-c2ccccc2)o1	-1.9	0.0	0	-3	7	6.7	-6	-0.9	-0.2	0.2	1.9
C/C(=N\NC(=O)c1ccncc1)c1cccc(NC(=O)c2ccc(C(C)(C)C)cc2)c1	-1.8	-0.6	0	0	-5	0.9	6	-0.9	-0.2	7.2	-1.0
Cc1ccc(C2(c3noc(CN(C)Cc4cnn(C)c4)n3)CCCC2)cc1	-1.2	-0.6	2	1	-42	-0.5	-5	-0.9	0.3	-2.9	2.0
Cn1c(N)c(C(=O)COC(=O)/C=C/c2cccc(Br)c2)c(=O)n(C)c1=O	3.0	-0.5	6	-2	6	-0.7	11	-0.2	-0.3	2.1	-0.1
Cc1cc(C)c(C#N)c(SCC(=O)NN2CC(=O)N(c3ccccc3F)CC2=O)n1	-1.1	0.5	7	-31	3	-1.1	-94	-1.8	0.2	-2.6	-0.1
O=Cc1c(NC2CCCCC2)c2ccccc2[nH]c1=O	-0.2	0.2	-2	0	2	-1.3	-5	-1.4	0.2	1.6	0.6
COc1ccccc1C(=O)NCCC(=O)NCC(c1ccc(F)cc1)N1CCOCC1 (stereo not given)	-1.2	2.5	2	-3	0	-1.4	-10	-0.8	0.7	-0.3	-0.8
CCc1cccc(CC)c1NC(=O)C(CC)Sc1nc2ccsc2c(=O)n1CCC(=O)O (stereo not given)	-2.2	-0.5	-5	-4	2	-0.4	-6	-1.4	1.2	-1.2	-0.1
CCOc1ccc(NC(=O)C2CC(=O)N=C(N)S2)cc1 (stereo not given)	-1.8	0.6	3	-2	3	-1.1	2	-1.4	0.8	-1.6	-1.5
COc1ccccc1-n1cc(-c2ccc(Cl)cc2)[nH]c1=O	6.4*	-0.4	1	0	-1	-3.6	-1	-1.4	0.0	-1.2	2.4
COc1ccccc1CNC(=O)COC(=O)c1cccnc1SCC(=O)NCc1ccccc1OC	0.0	0.5	2	-3	1	19*	5	-1.2	-0.2	-0.7	4.6
CCCC(C)NC(=O)c1ccc(F)cc1 (stereo not given)	-0.6	0.4	-3	-5	7	-0.7	-1	-1.2	1.2	0.1	-0.2
CCCc1cc(=O)oc2cc3occ(C)c3cc12	-1.0	-1.6	-1	-81	-6	1.3	-229	-1.6	1.0	1.1	-1.8
COCCNc1nc2sc3c(c2c(=O)n1Cc1ccco1)CCCCC3	-0.8	1.1	7	-2	3	8.7*	5	-1.2	0.0	7.9	2.2
COCc1cc(=O)[nH]c(-c2ccc(C(F)(F)F)cc2)n1	0.2	-0.2	-2	0	-1	-1.5	-3	-1.0	·	-2.9	0.0
Fc1ccccc1Nc1nc(N2CCOCC2)nc(N2CCOCC2)n1	-2.0	0.2	2	-2	0	-1.3	10	-0.4	-3.0	1.2	1.2
CSc1nc2c(c(=O)[nH]1)C(c1ccccc1Cl)CC(=O)N2 (stereo not given)	2.4	0.9	1	-1	3	-2.9	-7	-1.2	-0.5	-0.5	0.1
N#C/C(=C\c1cccs1)C(=O)Nc1nccs1	1.5	1.5	7	-31	1	-2.9	-69	0.1	1.9	9.0	9.2*
Cc1ccc(C(=O)Nc2ccc(F)c(S(=O)(=O)N3CCOCC3)c2)s1	-0.7	-2.9	-1	-2	0	0.2	1	-1.3	-0.7	5.4	-0.1
O=C1c2ccccc2C(Nc2ccc(Cl)cn2)N1c1cccnc1 (stereo not given)	0.3	-0.7	0	5	-2	-1.1	-5	-0.7	0.8	2.4	-4.7
O=C(O)CCC/C=C\C[C@@H]1[C@@H](/C=C/[C@@H](O)COc2cccc(Cl)c2)[C@H](O)C[C@@H]1O	-1.0	0.6	-3	-5	1	-0.5	8	-0.8	0.5	-1.4	0.7

The list goes on:
SMILES	hcDAF-12 act	DAX1 inh-1	SMARCA2 act	ADAM17 inh	GC-A act	PG9 binder	ADAM10 inh	ssDAF12 agonist	DAX1 inh-2	hgDAF-12 ag	GAA850 FXN act
CCN1CCN(C(=O)c2ccccc2N(Cc2ccccc2)S(C)(=O)=O)CC1	-1.4	0.2	-2	-4	-4	-1.1	1	-1.0	0.9	-1.2	-1.6
CC(C)C(NC(=O)C1CCCCC1)C(=O)N1CCN(c2ccc(F)cc2)CC1 (stereo not given)	-0.1	-1.2	-2	0	9	-0.2	4	-1.6	-1.4	-0.3	-1.0
COc1ccccc1NC(=O)c1ccccc1NS(C)(=O)=O	-0.6	-0.3	1	-2	-1	-4.7	-3	-1.1	2.4	4.3	-0.9
COc1cc(NC(=S)NC(=O)C(C)C)ccc1NC(=O)c1cc2ccccc2o1	-0.2	0.4	2	-6	-5	0.4	4	-2.0	1.4	-2.4	2.6
Cc1ccc(S(=O)(=O)Nc2cnc3ccccc3c2)cc1	-1.6	-1.8	-3	-15	3	2.5	-37	-2.2	-0.8	-5.1	0.2
Nc1nonc1-n1nnc(C(=O)N/N=C/c2ccncc2)c1-c1cccs1	-0.1	0.3	-4	4	-1	-1.1	-5	-0.8	-0.1	0.5	0.9
